DRD3 agonist – D3 dopamine receptor (human) agonism; P35462; D3R DiscoveRx beta-arrestin cells, luminescence, 90 min; max activation, %; 410,000 compounds, 0.58% hits; AID 652048; in the data active = max activation above about 30%; note: 0% is about no effect; mostly tested at two doses, the higher about 12 µM
Target sequence (P35462 whole entry, looked up): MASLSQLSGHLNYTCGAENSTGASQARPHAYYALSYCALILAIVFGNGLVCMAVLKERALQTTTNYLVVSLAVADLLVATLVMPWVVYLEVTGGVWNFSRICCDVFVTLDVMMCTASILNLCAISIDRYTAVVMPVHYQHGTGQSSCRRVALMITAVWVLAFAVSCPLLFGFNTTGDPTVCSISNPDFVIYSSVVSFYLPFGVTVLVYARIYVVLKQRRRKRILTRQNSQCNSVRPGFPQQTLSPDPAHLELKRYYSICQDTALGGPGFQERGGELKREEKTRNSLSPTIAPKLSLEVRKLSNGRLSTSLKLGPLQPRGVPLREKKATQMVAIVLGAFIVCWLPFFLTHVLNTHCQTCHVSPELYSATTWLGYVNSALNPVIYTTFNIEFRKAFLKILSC
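Agonist-mode cell screen: cells plated at 1500/well and incubated overnight at 37 °C, then exposed to library compounds for 90 min at 37 °C. Detection reagent was added for 30–60 min at room temperature, and luminescence was read.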
KB-3-1 cytotox – kills parental KB-3-1 adenocarcinoma cells | KB-3-1 viability, CellTiter-Glo ATP luminescence, 72 h | Potency, µM (series often up to 46.1 µM), without a hit: top-dose activity change, negative = cytotoxic, usual class: cytotoxic | 400,000 compounds, 1.4% hits | AID 1347075; note: potency is the fitted concentration of half-maximal effect; % is set by controls: 0 for no effect and ±100 for the full control effect; nearly all actives have a fitted effect of over 60% in size
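Multi-concentration cytotoxicity screen in KB-3-1 cells grown in DMEM lacking phenol red with 10% FBS. After 72 h at 37 °C with compound, ATP-dependent luminescence was recorded.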
DRD3 antagonist – blocks the human D3 dopamine receptor; D3R cells, DiscoveRx beta-arrestin luminescence, antagonist mode; stronger effect = lower value; max response, negative = inhibition, %; 360,000 compounds, 2.5% hits; P35462; in the data active = max response below about -50%; inconclusive = no clear call, values can overlap the other calls; note: % is set by controls: 0 for no effect and ±100 for the full control effect; mostly tested at two doses, the higher about 12 µM
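Cells expressing the human receptor were seeded at 1500 cells/well, incubated overnight at 37 degrees C in 5% CO2, then exposed to library compounds with dopamine controls for 90 minutes at 37 degrees C before luminescent detection.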
GLP-1R agonist – activates the human GLP-1 receptor; 380,000 compounds, 0.007% hits; AID 624172; Potency, µM (doses to about 45.6 µM), inactives show at the top dose activation, most hits filed as activators; HEK293 GLP-1R CRE-luciferase, luminescence, 4-6 h; cells express a hypersensitive GLP-1R form; P43220; note: potency is the fitted concentration of half-maximal effect; % of control where 0% means no effect
Target sequence (P43220 whole entry, looked up): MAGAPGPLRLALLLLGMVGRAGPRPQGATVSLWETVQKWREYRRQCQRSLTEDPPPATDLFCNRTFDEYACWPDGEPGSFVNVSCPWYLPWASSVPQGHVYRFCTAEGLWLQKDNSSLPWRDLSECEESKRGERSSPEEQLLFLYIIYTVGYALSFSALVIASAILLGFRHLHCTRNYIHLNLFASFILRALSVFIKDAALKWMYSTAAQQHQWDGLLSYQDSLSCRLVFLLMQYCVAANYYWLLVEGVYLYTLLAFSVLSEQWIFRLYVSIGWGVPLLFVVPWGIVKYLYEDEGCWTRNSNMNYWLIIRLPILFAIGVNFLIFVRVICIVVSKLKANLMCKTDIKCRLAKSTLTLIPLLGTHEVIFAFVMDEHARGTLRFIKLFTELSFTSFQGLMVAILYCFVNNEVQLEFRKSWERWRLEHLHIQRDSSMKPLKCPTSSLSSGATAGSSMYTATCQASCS
IL-1B inflam inh – inflammasome signaling inhibition, IL-1 beta readout | THP-1 LPS/ATP IL-1B secretion, AlphaLISA, 16 h; stronger effect = lower value | activity change, % at 57.5 µM | 360,000 compounds, 4.7% hits | AID 743279; in the data active = activity change below about -50%; inconclusive = mostly about -30% to -49%; note: % is set by controls: 0 for no effect and ±100 for the full control effect
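THP-1 cells pretreated 1 hr with compounds (up to 57.5 uM final), then stimulated with LPS (250 ng/mL final) plus ATP (1.25 mM final); secreted IL-1B measured by AlphaLISA after 16 hr, decreased signal indicating inhibition.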
HT1080NT lethal – kills 2HG-producing HT-1080-NT fibrosarcoma cells; HT-1080-NT fibrosarcoma viability, CellTiter-Glo ATP luminescence, 48 h; Potency, µM (highest dose often 46.1 µM), without a hit: at the top dose activity, negative = less viability, actives largely listed as cytotoxic; 360,000 compounds, 1.6% hits; AID 686970;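 note: NT is the 2HG producing partner of a matched IDH1 knockdown line; potency is the fitted concentration of half-maximal effect; 0% = DMSO-treated cells and -100% = media-only wells without cells; nearly all actives have a fitted effect of over 55% in size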
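Read-out is CellTiter-Glo luminescence after 10 minutes at room temperature, following 48 hours' compound treatment of HT-1080-NT cells (750 cells/well, RPMI, 5% FBS, 37 degrees C).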
SW480 rereplic – inducers of DNA re-replication in SW480 colon cancer cells; SW480 DNA re-replication, Hoechst DNA content imaging, 48 h; Potency, µM (highest dose often 46.1 µM), inactives show at the top dose re-replication activation, most hits filed as activators; 340,000 compounds, 1.8% hits; AID 624297; note: potency is the fitted concentration of half-maximal effect; % of control where 0% means no effect; nearly all actives have a fitted effect of over 55% in size
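DNA re-replication was detected as more nuclei of elevated Hoechst intensity after 48 hr exposure to compound (23 nL pinned per well of 250 cells).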
KB-V1 MDR tox – KB-V1 MDR subline cytotoxicity | KB-V1 MDR cells viability, CellTiter-Glo, 72 h | Potency, µM (titrated, usually from 46.1 µM), without a hit: top-dose activity change, negative = cytotoxicity, usual class: cytotoxic | 400,000 compounds, 3.4% hits; note: potency is the fitted concentration of half-maximal effect; % is set by controls: 0 for no effect and ±100 for the full control effect; nearly all actives have a fitted effect of over 60% in size
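Cytotoxicity via CellTiter-Glo luminescence after 72 h compound exposure at 37 degrees C. Cells: drug-selected KB-V1 line, DMEM phenol-red free plus 10% FBS. Compounds tested at multiple concentrations; normalized data fitted to concentration-effect curves.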
HT1080 IDH1KD tx – kills HT-1080 cells with IDH1 knockdown; Potency, µM (doses to about 46.1 µM), inactives show top-dose activity, negative = toxicity, most hits filed as cytotoxic; HT-1080 IDH1 knockdown viability, ATP luminescence, 48 h; 360,000 compounds, 2% hits;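 note: potency is the fitted concentration of half-maximal effect; 0% = DMSO wells and -100% = cell-free medium wells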
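Using the IDH1-knockdown HT-1080 line run in the same batch and compound series as the NT line, viability after 48 h at 37 °C was determined by CellTiter-Glo luminescence and expressed as % activity.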
Starred values were filed as active, the others as inactive; ? = inconclusive; nt = no result given; & = joins results of further samples; [ ] = remark or other dose. Unless noted, calls come from the whole dose curve; as a rule, active = well fitted curve in the direction sought with a large enough effect; inconclusive = small, poorly fitted or top-dose-only effect, or another doubt; inactive = no such curve, though single readings can be large; an effect the other way counts as inactive or inconclusive.

structure | DRD3 agonist | KB-3-1 cytotox | DRD3 antagonist | GLP-1R agonist | IL-1B inflam inh | HT1080NT lethal | SW480 rereplic | KB-V1 MDR tox | HT1080 IDH1KD tx
CCCCOc1ccc(C(=O)NCC(=O)NCCOc2ccc(C)cc2)cc1 | -4 | -1% | -13 | 5% | 10 | -9% | -3% | -8% | -4%
CC(=O)c1cc2c(cc1NC(=O)c1cnc(C)cn1)OCO2 | 0 | 4% | -1 | 1% | 0 | 13% | -7% | -13% | 19%
COc1ccc(CCNS(=O)(=O)c2ccc(-n3cnnn3)cc2)cc1OC | -4 | 4% | 1 | 12% | -13 | 7% | -15% | 18% | 6%
Cc1cc(C)cc(N2CC(O)=C(c3nc4ccccc4c(=O)[nH]3)C2=N)c1 | -1 | 15µM* | -2 | 4% | 48 | -20% | ? | ? | -15%
CC(=O)N1N=C(c2ccccc2)CC1c1ccc(F)cc1 (configuration not stated) | -4 | 0% | -4 | 3% | 8 | -3% | -3% | -3% | 6%
COc1ccc(C(=O)Nn2cnnc2)cc1 | 2 | -4% | -10 | 1% | -5 | 0% | 1% | 19% | 0%
CN(CCn1ccnc1)C(=O)CC1C(=O)NCCN1Cc1ccccc1C(F)(F)F (configuration not stated) | 3 | 1% | -11 | 0% | -8 | 0% | -1% | 5% | 6%
CC(O)(CS(=O)(=O)Cc1ccccc1)c1ccccc1 (configuration not stated) | -2 | 4% | -11 | -5% | -4 | 8% | -7% | 2% | 0%
CC12CC3CC(C)(C1)CC(CN)(C3)C2 | 1 | 5% | 23 | 2% | -30 | -20% | ? | 12% | -3%
O=C(CCc1nnc2n(CCc3ccccc3)c(=O)c3ccccc3n12)NCCCN1CCCCC1 | 5 | -1% | 28 | -9% | ? | 9% | -6% | 18% | 6%
CC(Oc1ccc(Cl)cc1Cl)C(=O)N(Cc1ccco1)C1CCS(=O)(=O)C1 (configuration not stated) | 3 | -24% | -6 | -2% | -4 | 3% | 1% | -25% | 0%
CCc1ccc(NC(=O)C(=O)c2cn(CC(=O)N3CCCCC3)c3ccccc23)cc1 | 8 | 1% | -13 | 1% | -11 | -1% | 2% | -4% | -9%
C#CCOCCOCCOCCNc1nc(N2CCN(C(=O)Cn3cc(CCCCN)nn3)CC2)nc(N2CCN(C(=O)Cn3cc(CC(C)O)nn3)CC2)n1 (configuration not stated) | -4 | 29% | 1 | -4% | -1 | 2% | -12% | ? | -1%
Cc1ccccc1NC(=S)NCCc1ccc(S(N)(=O)=O)cc1 | 2 | 11% | -8 | 0% | 9 | 21% | 2% | 9% | 18%
COc1ccc(C(=O)Nc2ccc3c(c2)n(C)c(=O)n3C)cc1OC | 6 | -28% | -8 | -5% | -16 | 0% | -42%[inhibitor] | 0% | 1%
Fc1ccc(NC(=S)NC2CCN(Cc3ccccc3)CC2)cc1 | 2 | 4% | -55* | 2% | 5 | -3% | -2% | -4% | -1%
Cc1c(C(=O)NCCN2CCOCC2)sc2nc(-c3ccc(F)cc3)cn12 | 2 | 5% | 18 | 4% | -21 | -1% | -17% | ? | 16%
Cc1nc(N)sc1-c1csc(NCc2ccccc2)n1 | 2 | 6% | -14 | 0% | -3 | 0% | -1% | -10% | -3%
O=C(O)C(CCc1ccccc1)N1CCOCC1 (configuration not stated) | -10 | 9% | -16 | -1% | -21 | -1% | nt | ? | -3%
O=C(Nc1ccc2oc(-c3ccccc3Cl)nc2c1)c1cncc(Br)c1 | 6 | ? | 15 | 25% | -24 | ? | ? | 5.2µM* | -9%
COc1ccc(CCNC(=O)c2c(O)nc3ccccn3c2=O)cc1 | -2 | 2% | nt | 0% | nt | nt | nt | ? | nt
O=C(Cn1ccc(=O)[nH]c1=O)Nc1nccs1 | -10 | -11% | -8 | 0% | 6 | -3% | nt | 27% | 1%
Cc1cc(F)ccc1NC(=O)c1cc(S(=O)(=O)N2CCOCC2)cn1C | -3 | 3% | -10 | 5% | -4 | 0% | -1% | 0% | 4%
COc1cccc(CCNC(=O)c2cc(COc3c(F)cccc3F)on2)c1 | -1 | 2% | -2 | 6% | -21 | 1% | ? | -9% | 5%
CC12CCC(=O)N1C(C(=O)OCC(=O)Nc1cc(S(=O)(=O)N3CCCCC3)ccc1Cl)CS2 (configuration not stated) | 3 | 10% | 6 | -3% | 9 | 12% | -6% | 16% | 7%
O=C(Nc1ccc([N+](=O)[O-])cc1)C1CC1(c1ccccc1)c1ccccc1 (configuration not stated) | -9 | 4% | -14 | -8% | 0 | ? | ? | ? | ?
COC(=O)N/N=C\c1c(C)[nH]n(-c2ccccc2)c1=O | 4 | -2% | -14 | 0% | 8 | 16% | -2% | -10% | -3%
CCc1c(C)c(C#N)c2nc3ccccc3n2c1-n1nc(C)cc1C | -4 | -12% | 10 | -6% | -9 | -1% | -1% | ? | 0%
Cc1cc(/C=C2\SC(=S)NC2=O)c(C)n1-c1ccccc1 | -9 | 20% | ? | -1% | 26 | -7% | -115%[inhibitor] | 8% | -12%
CCc1ccc(S(=O)(=O)N2CCN(c3ccc(Cl)c(Cl)c3)CC2)cc1 | 4 | ? | nt | 0% | nt | nt | nt | ? | nt
O=c1cc(-c2ccc(O)cc2)oc2ccccc12 | -4 | ? | 4 | 19% | 5 | 2% | 0% | ? | -1%
O=C(O)CCSc1nnc(COc2cccc3ccccc23)n1-c1cccc(Cl)c1 | 2 | 0% | 10 | 6% | 12 | -17% | -3% | -1% | -14%
CCOc1ccc(/C=C/c2nc(C#N)c(NCCCN(C)C)o2)cc1 | -8&-14 | -16% | 0 | 2% | -76* | ? | 18µM* | 0% | ?
CCC(C)NC(=O)c1ccc(C(=O)c2ccccc2)cc1 (configuration not stated) | 2 | -1% | 3 | 2% | ? | 3% | 44% | 8% | 13%
Cc1cccnc1NC(=S)Nc1ccc(Cl)c(Cl)c1 | -5 | ? | 0 | -6% | 0 | -6% | -8% | -8% | -4%
O=C(COc1ccccc1C(=O)O)NC1CCCc2ccccc21 (configuration not stated) | -5 | 0% | -17 | 0% | -6 | 4% | 13% | -7% | 1%
COc1ccccc1C(=O)NCC(=O)OCC(=O)c1cccc2ccccc12 | -3 | 7%&-3% | -7 | 11% | 38 | 10% | -135%[inhibitor] | 6%&18% | 13%
O=C(Nc1ccc2ccccc2c1)C(c1ccccc1)C1CCCC1 (configuration not stated) | 3 | 2% | 27 | -8% | 1 | ? | -68%[inhibitor] | -9% | ?
O=C(COC(=O)c1ccc([N+](=O)[O-])s1)Nc1ncc(C(F)(F)F)cc1Cl | -9 | 0% | 1 | -11% | 8 | 10% | 2% | 12% | 2%
N/C(=N\OC(=O)c1ccc2ccccc2c1)c1ccncc1 | 14 | ? | 13 | -4% | 0 | 13% | ? | -6% | 13%
Cc1ccc2[nH]c(C(=O)N3CCCC(Nc4ccc(F)cc4)C3)cc2c1 (configuration not stated) | 2 | ? | -12 | 4% | -7 | -1% | 2% | -2% | -28%
Cc1cccc(Cn2c(COc3ccccc3)nc3ccccc32)c1 | 8 | -11% | nt | 19% | nt | nt | nt | ? | nt
O=C(COC(=O)CCc1ccccc1)Nc1cc(S(=O)(=O)N2CCOCC2)ccc1N1CCCC1 | 5 | -1% | 8 | 4% | 36 | -11% | 0% | -4% | -2%
COc1ccc(-c2nc(CN3CCN(C(=O)c4ccco4)CC3)c(C)o2)c(F)c1 | 35* | nt | 20 | 0% | 9 | 0% | 5% | nt | -8%
CCc1ccc(/C=N/NC(=O)c2c[nH]c3ccccc23)s1 | -17 | -22% | -23 | -3% | ? | -5% | 2% | ? | -8%
CCn1c(=O)n(CC)c2cc(NC(=O)c3ccccc3Cl)ccc21 | 6 | -1% | -3 | -2% | 18 | 3% | -2% | 4% | 3%
Cc1ccc(C(C)NC(=O)c2ccncc2)c(C)c1 (configuration not stated) | -10 | -2% | -9 | -6% | 14 | -5% | ? | -10% | 4%
O=C(/C=C/c1ccccc1[N+](=O)[O-])OCC(=O)N1CCN(c2ccccc2)CC1 | -1 | ? | 47 | 8% | 3 | 6% | nt | ? | 3%
COc1ccccc1C(=O)NCCC(=O)NCC(c1ccc(F)cc1)N1CCOCC1 (configuration not stated) | 1 | -9% | 4 | -5% | 10 | 10% | -5% | -17% | 9%

From PubChem BioAssay

Hits appear at their usual frequency (roughly 12% active in at least one column).
